# Screening data (PubChem BioAssay)
# TAG inh: triacylglycerol accumulation inhibition | H9c2 cells, Nile Red lipid (TAG) fluorescence; cells loaded with 200 µM oleic acid | inhibition, % at 12.5 µM | actives 0.66% (n = 230,000) | AID 651582;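 active = pattern-corrected inhibition of lipid staining of at least 50% with the nuclear-stain viability signal not falling by more than 50%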;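 also: 0% = DMSO wells and 100% = triacsin C control wells; some results filed as inactive read as strong as hits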
# TAG inh DAPI viability: second read-out of TAG inh, no call of its own (marks repeat the call); DAPI nuclei signal change (viability), lower = more cytotoxic, %;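 whole-well DAPI fluorescence read on a plate reader as a viability signal; minus 50 percent equals half of cells still viable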
# Active calls of the source: *.
# The first three records, ahead of the listing:
SMILES,TAG inh,TAG inh DAPI viability
O=C(Nc1ccccc1Cl)c1cc(C2CCCCN2S(=O)(=O)c2ccc(F)cc2F)on1 (configuration not stated),-15.6,-12.8
CC(C)c1csc(CN2CCC(C(=O)Nc3cccc(-c4ccco4)c3)CC2)n1,-29.4,7.5
CCC1CCCN1Cn1cnc2c([nH]c3ccccc32)c1=O (configuration not stated),-5.1,1.7

# Results, previewed entries included:
SMILES,TAG inh,TAG inh DAPI viability
O=C(Nc1ccccc1Cl)c1cc(C2CCCCN2S(=O)(=O)c2ccc(F)cc2F)on1 (configuration not stated),-15.6,-12.8
CC(C)c1csc(CN2CCC(C(=O)Nc3cccc(-c4ccco4)c3)CC2)n1,-29.4,7.5
CCC1CCCN1Cn1cnc2c([nH]c3ccccc32)c1=O (configuration not stated),-5.1,1.7
O=C(CSC(=S)N1CCCC1)N(Cc1nnc(-c2ccccc2Cl)o1)C1CC1,-8.4,-6.6
CN1CCN(c2nc(-c3cccs3)cc(C(F)(F)F)n2)CC1,7.6,31.1
C[C@@H]1CN(Cc2nc(-c3cnccn3)no2)C[C@H](C)O1,-10.9,18.4
Cc1csc(=O)n1CC(=O)OCC(=O)NCc1ccc(Cl)cc1Cl,4.9,6.6
CNC(=O)C(Sc1ccccc1)c1ccccc1 (configuration not stated),-3.7,2.2
O=S1(=O)[C@H]2C[C@H](CO)O[C@@]2(CO)CN1Cc1ccc(-c2cccc(Cl)c2)cc1,-4.1,13.1
NS(=O)(=O)c1cccc(NC(=O)COC(=O)Cc2ccc(S(=O)(=O)N3CCCCC3)s2)c1,-11.3,10.7
COc1ccc(N2C(=O)C3CCCN3C2c2cccc(F)c2)cc1Cl (configuration not stated),33.9,-6.1
Cc1ccccc1NC(=O)Cc1nc(COC(=O)CSc2ccc(F)cc2)cs1,4.6,-1.1
Cc1[nH]nc2c1C(c1cccc(OC(=O)N3CCOCC3)c1)C(C#N)=C(N)O2 (configuration not stated),-9.9,-3.9
COCCCNC(=O)C1CCC(CNS(=O)(=O)c2ccc(Cl)cc2)CC1 (configuration not stated),-3.6,1.7
COc1ccc(NS(=O)(=O)c2cccc(C(=O)N/N=C/c3cn(-c4ccccc4)nc3-c3ccc(OC)cc3)c2)cc1,44.3,-7.0
CC(NC(=O)NNC(=O)c1ccncc1)(C(F)(F)F)C(F)(F)F,5.4,-1.3
O=C(CSc1nc2ccccc2c(=O)n1-c1ccccc1Cl)NCC1CCCO1 (configuration not stated),16.8,-7.1
N#C/C(=N\Nc1ccc(Cl)cc1)C(N)=S,-6.0,0.3
O=C1NC(=O)C2C1C(c1ccccc1)N1C3C(=O)NC(=O)C3C(c3ccccc3)N21 (configuration not stated),-12.5,0.5
CCc1cc(=O)n2[nH]c(C)c(-c3ccccc3OC)c2n1,-1.1,-5.1
CC1Nc2ccccc2C(=O)N1NC(=O)c1ccc(Br)cc1 (configuration not stated),0.8,2.0
CC(=O)CSc1ncnc2sc3c(c12)CCC(C)C3 (configuration not stated),1.8,4.9
CCCOC(=O)NC(CC)COC(=O)Nc1cccc(C)c1C (configuration not stated),0.1,-5.5
CC(C)c1nnc(NC(=O)c2ccc(S(=O)(=O)N3CCOCC3)cc2)s1,1.0,-16.8
Cn1nc(C(=O)Nc2cccc(C(F)(F)F)c2)ccc1=O,5.1,10.4

# The list goes on:
SMILES,TAG inh,TAG inh DAPI viability
CC1(CCc2ccccc2)NC(=O)N(CC(=O)Nc2ccc(OC(F)F)cc2)C1=O (configuration not stated),-8.7,8.5
Cc1cc(C)c[n+](CC(=O)c2cc3ccccc3oc2=O)c1,-60.8,-8.0
Cn1ncc2c(=O)n(/N=C/c3ccccc3)cnc21,-0.2,1.6
CCOc1ccc(N2CC(C(=O)NCCN3C(=O)S/C(=C\c4ccc(OC)c(OC)c4)C3=O)CC2=O)cc1 (configuration not stated),2.9,8.8
NC(=O)c1csc(-c2ccncc2)n1,-25.3,-6.5
CC1CCCCN1C(=O)c1cnn2c(C(F)(F)F)cc(-c3ccco3)nc12 (configuration not stated),11.3,0.1
CCC(c1nnnn1Cc1ccccc1)N1CCN(c2ccccc2)CC1 (configuration not stated),-0.4,-2.4
CCOc1ccc(/C=C/C(=O)c2c(O)c3ccccc3oc2=O)cc1,7.5,-6.5
C=CCn1c(SC)nccc1=O,-0.3,-2.3
CC(=O)N(C1=C(Cl)C(=O)c2ccccc2C1=O)C1CCCCC1,6.0,-2.2
Cc1nc(NC(=O)/C=C/c2ccccc2)sc1C(=O)N(C)C,12.1,-6.5
CCN1CCN(c2cc(C)c3cc(NC(=S)N4CC(C)CC(C)C4)ccc3n2)CC1 (configuration not stated),-1.7,9.3
C=CCc1c(C)[nH]c(=O)[nH]c1=O,3.7,-6.6
Cn1c(=O)c2c(nc(CN3CCC(C(N)=O)CC3)n2CCCc2ccccc2)n(C)c1=O,3.4,-7.1
CC1Cc2ccccc2N1C(=O)CN1CCC(C(N)=O)CC1 (configuration not stated),-6.4,0.6
Cn1c(N)c(C(=O)COC(=O)COc2ccc(Br)cc2)c(=O)n(C)c1=O,16.2,-1.4
C[C@H](OC(=O)NCc1ccc(C(F)(F)F)cc1)[C@@H]1O[C@@]2(C)CCC[C@@H]1O2,-24.2,0.6
c1cnc(Sc2ccc3nnnn3n2)nc1,-8.5,-5.9
COc1cccc(NC(=O)N2CCCC2C(=O)NCC(C)C)c1 (configuration not stated),9.9,6.7
O=c1cnnc(NCc2ccccc2)[nH]1,-4.5,4.7
CCc1cc(C(=O)N2CCN(S(=O)(=O)c3ccccc3F)CC2)sc1C,-1.2,-0.5
N#Cc1ccccc1CN1C(=O)S/C(=C/c2cccn2-c2cccc(C(=O)O)c2)C1=O,-15.0,16.0
CC1CN(c2nc3ccccc3nc2SCC(=O)Nc2ccc(F)cc2)CC(C)O1 (configuration not stated),12.8,-0.7
Fc1ccccc1-c1n[nH]c(=S)n1/N=C/c1c[nH]c2ccccc12,2.5,-8.0
CC1(C)Cc2c(C#N)c(SCC(=O)c3ccccc3)nc(N3CCOCC3)c2CS1,50.9*,-10.1*

# (cont.)
SMILES,TAG inh,TAG inh DAPI viability
COc1ccc(-c2c(C)[nH]n3c(=O)c(Cc4ccccc4)c(C)nc23)cc1OC,-10.7,-10.9
Cc1nnc(NC(=O)c2ccc(-c3ccc([N+](=O)[O-])cc3)o2)s1,3.1,0.3
Cc1cc(C)n(CC(=O)O)c(=O)c1[N+](=O)[O-],-11.1,5.3
O=C(Cc1ccccc1)N1N=C(c2ccncc2)CC1(O)C(F)(F)F (configuration not stated),4.2,-8.5
COc1cc(Nc2cccc(-c3ccccc3)n2)cc(OC)c1OC,2.8,20.2
O=C(CCN1C(=O)c2ccccc2S1(=O)=O)Nc1cccc2ccccc12,7.9,-0.3
Cc1onc(-c2ccccc2)c1C(=O)N1CCOCC1,-17.3,10.4
O=C(NCCCCc1ccccc1)NC[C@@H]1CC[C@@H](Cc2ccc(-c3ccccc3)cc2)O1,10.3,-0.4
Cc1ccccc1NC(=O)c1cc(C(=O)c2cc(Cl)ccc2O)cn(-c2ccccc2C)c1=O,5.0,4.8
CC(C)NC(=S)N/N=C1\CCCc2ccccc21,13.2,16.5
O=C(COC(=O)c1ccccc1[N+](=O)[O-])Nc1cccnc1Cl,-0.4,3.4
COc1ccc(CN(C)C(=O)CCN=C2NS(=O)(=O)c3ccccc32)c(OC)c1,-20.6,5.8
COc1cc(NS(=O)(=O)c2cc(C(=O)N3CCN(C(C)=O)CC3)ccc2OC)cc(OC)c1,10.4,-11.4
O=C(Nc1cc(Cl)ncn1)c1ccccc1,-15.8,1.4
CN(CC(=O)N1CCOCC1)S(=O)(=O)c1ccc2ccccc2c1,-0.7,0.7
O=C(COCc1ccccc1)N[C@@H](Cc1ccc(O)cc1)C(=O)O,9.0,-3.6
NC(=O)N/N=C/c1c(F)cccc1F,-1.4,4.4
CC1CCCCC1NC(=O)/C(C#N)=C/C=C/c1ccccc1[N+](=O)[O-] (configuration not stated),12.8,-14.8
CC(=O)Nc1cccc(-c2ccnc3c2CC(C)(C(=O)NCc2cccs2)O3)c1 (configuration not stated),43.8,-34.6
CC(C)N1CCC1(C)C(=O)Nc1ccc2cn[nH]c2c1 (configuration not stated),10.4,-4.1
CCOC(=O)C1=C(c2ccccc2)O/C(=C(\C(=O)OC)C(F)(F)F)S1,10.7,4.6
O=C(Cc1c(Cl)cccc1Cl)OCC(=O)c1ccc[nH]1,-17.2,8.9
Cc1cc(C)n2c(SCC(C)C)nnc2n1,-20.5,-3.1
Cc1ccc(NC(=O)c2ccccc2OCC(=O)Nc2ccccc2F)cc1S(=O)(=O)N(C)C,33.2,-0.3
Cc1ccc(CNC(=O)CCCn2c(=O)[nH]c3ccccc3c2=O)cc1,1.6,4.8

# Pulled by compound from the list above, seven records:
SMILES,TAG inh,TAG inh DAPI viability
Cn1c(N)c(C(=O)COC(=O)COc2ccc(Br)cc2)c(=O)n(C)c1=O,16.2,-1.4
CNC(=O)C(Sc1ccccc1)c1ccccc1 (configuration not stated),-3.7,2.2
COc1ccc(-c2c(C)[nH]n3c(=O)c(Cc4ccccc4)c(C)nc23)cc1OC,-10.7,-10.9
Cc1csc(=O)n1CC(=O)OCC(=O)NCc1ccc(Cl)cc1Cl,4.9,6.6
CC(=O)CSc1ncnc2sc3c(c12)CCC(C)C3 (configuration not stated),1.8,4.9
Cc1nc(NC(=O)/C=C/c2ccccc2)sc1C(=O)N(C)C,12.1,-6.5
COc1ccc(NS(=O)(=O)c2cccc(C(=O)N/N=C/c3cn(-c4ccccc4)nc3-c3ccc(OC)cc3)c2)cc1,44.3,-7.0

# The results go on.
SMILES,TAG inh,TAG inh DAPI viability
CCc1ccc(N(CC(=O)Nc2ccccc2C(=O)N2CCCC2)S(C)(=O)=O)cc1,0.9,4.5
CCOC(=O)C1=C(COC(=O)c2cccs2)NC(=O)NC1C (configuration not stated),1.9,-1.9
COC(=O)c1c(NS(=O)(=O)c2ccc(C)cc2)sc2c1CCC(C)C2 (configuration not stated),-20.6,-8.9
CCOc1ccc2c(c1)N(C(=O)CN1C(=O)CCC1=O)C(C)(C)C=C2C,-23.3,7.0
Cc1ccc(Nc2ncnc3sc(C)c(C)c23)cc1C,4.0,-9.7
Cc1ccccc1OCC(=O)NCC1CCCO1 (configuration not stated),-36.3,7.4
CC(=O)c1ccc(NC(=S)NCC(c2ccco2)N2CCCC2)cc1 (configuration not stated),11.1,-3.4
Cc1cccc(C(=O)NCC(=O)OC(C)C(=O)Nc2ccc(Cl)cn2)c1 (configuration not stated),-1.0,0.3
Cc1c(C(N)=O)sc2ncn(CC(=O)NCCc3ccccc3)c(=O)c12,-6.4,-8.3
O=C(COC(=O)/C=C/c1ccc(OC(F)F)cc1)NC1CCCCC1,11.5,-6.9
CCCCC1CCC(C(=O)N(CCC(C)C)c2c(N)n(CCCC)c(=O)[nH]c2=O)CC1 (configuration not stated),35.4,-37.1
CCCCN(C(=O)CSc1nnc(-c2ccc(Cl)cc2)o1)c1c(N)n(CC(C)C)c(=O)[nH]c1=O,-5.3,-16.5
Cc1ccsc1CNC1C2CC3CC(C2)CC1C3 (configuration not stated),-8.8,5.3
COc1ccc(CC(=O)NCC(=O)N/N=C/c2cc(Br)ccc2OC)cc1,5.3,0.5
O=C(C[C@@H]1C/C=C\CCC(=O)O[C@H](c2ccccc2)CNC1=O)N[C@H](CO)Cc1ccccc1,-13.5,1.1
COC(=O)c1cc2ccccc2c([N+](=O)[O-])c1O,7.4,-10.8
CCC1(CC)C(=O)N(C)C(=O)NC1=Nc1ccccc1,-1.6,14.9
O=C(O)C(F)=C(c1ccccc1)c1ccccc1,-1.8,-1.3
CC(C)C[C@H](NC(=O)c1[nH]cnc1C(=O)Nc1ccc(CNC(=O)OC(C)(C)C)cc1)C(=O)OCc1ccccc1,-7.8,-13.7
CCCCn1c(CCC(=O)O)nc2cc(S(=O)(=O)N(C)C)ccc21,-1.8,0.1
CCOc1ccccc1NC(=O)CN1C(=O)CSC(C)C1=O (configuration not stated),-1.7,1.6
N/C(=N\OC(=O)COc1ccc(Cl)cc1Cl)c1ccncc1,2.0,1.5
COC(=O)c1ccc(-c2noc(CN(C)CC3CCCCO3)n2)cc1 (configuration not stated),-13.7,6.0
CCOC(=O)Cn1c(=O)oc2cc(S(=O)(=O)N3CCCC(C(=O)OCC)C3)ccc21 (configuration not stated),-7.2,7.3
CCOC(=O)c1c(NC(=O)CSc2nnc(CNc3ccc(F)cc3)o2)sc(C)c1C,6.0,-14.2

# Going on with the list:
SMILES,TAG inh,TAG inh DAPI viability
CCCCC1C2C(=O)N(c3ccc(C)cc3)C(=O)C2ON1c1ccccc1 (configuration not stated),-0.4,-3.9
O=C(CN1CCN(c2ncccn2)CC1)Nc1ccccc1C(F)(F)F,-3.9,-1.1
CN(C(=O)c1ccc(=O)n(Cc2ccc(Cl)cc2)c1)c1ccccc1,-2.6,-1.4
CN(Cc1ccon1)C(=O)CC1C(=O)NCCN1Cc1cccc(Oc2ccccc2)c1 (configuration not stated),3.6,3.1
COc1ccccc1C(=O)NCC(=O)NCCC(c1ccccc1)c1ccccc1,-10.2,4.1
Cc1nc(C(F)(F)F)ccc1C(=O)N1CCC1(C)C(=O)NS(=O)(=O)c1cccc(Cl)c1 (configuration not stated),7.1,9.9
CN=C(NC1CCCCC1)c1ccc([N+](=O)[O-])cc1,-4.1,0.2
COc1ccc(/C=C/C(=O)Nc2cc(S(=O)(=O)N3CCOCC3)ccc2N2CCCC2)cc1OC,13.5,-13.1
CCOC(=O)c1c(-c2ccc(C)o2)csc1NC(=O)CN1CCCCC1,-19.7,-5.2
O=C(Nc1c(Cl)cc(Cl)cc1C(=O)NCCN1CCOCC1)c1cccc([N+](=O)[O-])c1,4.2,-4.3
O=C(NCc1ccco1)c1nnc(Cc2ccc(Cl)cc2)o1,-3.3,2.9
CCOC(=O)N1CCN(c2c(NCCN(C)Cc3ccccc3)c(=O)c2=O)CC1,-3.0,-2.4
COC(=O)c1cccc(NC(=O)CC2C(=O)NCCN2C(=O)c2ccc(F)cc2F)c1 (configuration not stated),4.5,13.9
CN(C(=O)c1ccccc1C(=O)OCC(=O)c1ccc(F)c(F)c1)C1CCCCC1,-15.1,3.7
CS(=O)(=O)N1Cc2ccccc2CC1C(=O)O (configuration not stated),-6.6,7.0
CC(C)CC(=O)Nc1nc(-c2ccc(S(=O)(=O)N3CCOCC3)cc2)cs1,-6.6,-0.5

# The list is partial; the hit share may differ from the screen's.
